p97 ATPase inh = blocks human p97 ATPase activity. recombinant p97 ATPase, Kinase-Glo ATP luminescence, 3 h. AID 1481. P55072. 220,000 compounds, 0.42% hits. inhibition, % at 8 µM; in the data active = inhibition above about 15%;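 note: 0% = DMSO vehicle and 100% = wells lacking enzyme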
eIF4E 4G PPI = blocks eIF4E binding to eIF4G; P63073+Q04637; TR-FRET eIF4E-eIF4GI(517-606) binding, 2 h; inhibition, % at 21.7 µM; 220,000 compounds, 0.37% hits; AID 782;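 active = inhibition above about 30%, limit read from the data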;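 note: 0% = full FRET control wells and 100% = background wells lacking eIF4GI fragment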
MDM2 E3 inh = Mdm2 E3 ligase (human) inhibition; cell-based MDM2 ubiquitination luciferase reporter, 2 h; 0 = plate control, 100 = twice control, blank-subtracted; AID 1230; 210,000 compounds, 0.11% hits; signal enhancement, % at 5 µM; Q00987;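 active = signal enhancement of 30% or more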;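 note: luminescence tracks abundance of the self-degrading MDM2-luciferase fusion protein; higher signal means inhibition of MDM2 E3 ligase activity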
Target sequence (Q00987 whole entry, looked up, the tested form may be a part): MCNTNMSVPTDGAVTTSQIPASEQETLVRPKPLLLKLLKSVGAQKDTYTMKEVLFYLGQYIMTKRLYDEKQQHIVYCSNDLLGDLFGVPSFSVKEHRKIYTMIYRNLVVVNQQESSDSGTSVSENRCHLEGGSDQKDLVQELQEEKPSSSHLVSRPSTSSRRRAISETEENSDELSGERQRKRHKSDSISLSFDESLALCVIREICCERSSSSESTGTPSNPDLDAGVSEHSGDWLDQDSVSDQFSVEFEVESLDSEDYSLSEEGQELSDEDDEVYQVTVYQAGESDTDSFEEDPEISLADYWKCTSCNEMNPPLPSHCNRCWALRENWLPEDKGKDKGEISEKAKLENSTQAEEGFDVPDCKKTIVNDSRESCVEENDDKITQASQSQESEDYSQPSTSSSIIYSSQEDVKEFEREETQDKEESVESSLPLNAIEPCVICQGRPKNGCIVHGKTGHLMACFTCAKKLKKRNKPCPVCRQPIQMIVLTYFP
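System: stable MDM2–luciferase fusion reporter cells / Input: 2000 cells seeded into each well / Schedule: 4 h settle plus 2 h compound, 37 °C / Compound: single-point 5 µM / Buffer or medium: cells held in DMEM / Benchmarks: control and blank well means / Evaluation: percent signal gain over controls, blank-subtracted / Measured by: luciferase luminescence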
KLK5 inh = inhibitors of human kallikrein 5 | Q9Y337 | recombinant hK5, fluorogenic AMC substrate cleavage | inhibition, % at 5 µM | 210,000 compounds, 0.59% hits | AID 873;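 active = inhibition of 40% or more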;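 note: 0% = enzyme controls without compound and 100% = no-enzyme blanks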
FXIa inh 1536 = factor XIa (human) inhibition; purified FXIa, Boc-Glu-Ala-Arg-AMC fluorogenic substrate; 220,000 compounds, 0.14% hits; inhibition, % at 5 µM;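 active = inhibition of at least 40%; inactive = inhibition below 40%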;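 note: fluorescence of freed AMC excited at 355 nm; 0% = enzyme without compound and 100% = no enzyme blank; many of its hits are not listed in these tables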
Wee1 degr inh = inhibitors of human Wee1 degradation. 220,000 compounds, 1.2% hits. HeLa Luc-Wee1K328M stability, luciferase luminescence; 100% = proteasome inhibitor MG132 effect. reporter increase, % at 5 µM. P30291;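 active = activation above the mean of all tested compounds plus 3 SD, set per screening run, cut at about 8.8% in these data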;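 note: cells exposed to compound for 20 h before luminescence read; 0% = DMSO alone and 100% = MG132 at 30 µM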
FXIIa inh 1536 = blocks human coagulation factor XIIa protease activity | purified FXIIa, Boc-QGR-AMC fluorogenic substrate, 2 h | inhibition, % at 5 µM | 220,000 compounds, 0.3% hits | P00748; in the data active = inhibition above about 40%;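 note: 0% = enzyme with no compound and 100% = blank without enzyme; many of its hits are not listed in these tables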
14-3-3 Bad inh = disrupts binding of bovine 14-3-3 zeta to phospho-Bad peptide. TR-FRET 14-3-3zeta/Dy647-pBad peptide displacement, 1 h. P63103. 220,000 compounds, 0.71% hits. inhibition, % at 21.7 µM;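 active = inhibition above about 70%, limit read from the data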;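 note: 0% = full 14-3-3 plus peptide FRET controls and 100% = background without 14-3-3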
Target sequence (P63103 whole entry, looked up): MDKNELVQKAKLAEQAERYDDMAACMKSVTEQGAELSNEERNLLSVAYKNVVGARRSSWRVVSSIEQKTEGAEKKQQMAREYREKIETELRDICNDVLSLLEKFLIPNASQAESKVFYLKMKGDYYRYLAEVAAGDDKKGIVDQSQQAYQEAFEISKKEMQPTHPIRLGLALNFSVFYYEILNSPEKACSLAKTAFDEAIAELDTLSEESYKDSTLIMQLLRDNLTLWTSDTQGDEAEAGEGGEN
Rad51 HR inh = Rad51 (human) homologous recombination inhibition | Q06609 | hRad51 DNA strand exchange, fluorescence dequenching | inhibition, % at 10 µM | 200,000 compounds, 0.085% hits | AID 1385;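 active = inhibition above 40% at the single screening dose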;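 note: 0% = DMSO control wells and 100% = blanks with heterologous ssDNA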
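Material: human Rad51–ssDNA filaments; Probe or stimulus: labelled 47-mer dsDNA for strand exchange; Doses: single 10 µM dose; Incubation: 37 °C 15-min filament assembly, 30-min compound preincubation, 15-min exchange; Technique: FRET fluorescence dequenching, excitation 485 nm, emission 520 nm; Measure: Fluorescence-based percent inhibition, control- and blank-normalised; Benchmarks: plate control and blank wells.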
Starred values were filed as active, the others as inactive; nt = not tested or not shown; [ ] = dose if it differs, or a comment. Outcome played no part in choosing rows; about 3.5% have a hit in one of these screens.

SMILES	p97 ATPase inh	eIF4E 4G PPI	MDM2 E3 inh	KLK5 inh	FXIa inh 1536	Wee1 degr inh	FXIIa inh 1536	14-3-3 Bad inh	Rad51 HR inh
CC(=O)Oc1ccc(OC(C)=O)c(SCCCCCN2CCOCC2)c1	-2	0	-1	0	6	-1	12	51	1
COc1cc2c(c(OC)c1OC)C(=O)CC2	1	8	-22	0	-7	-1	5	-3	-6
C=CCOc1ccc(/C(O)=C2/C(=O)C(=O)N(CCN3CCOCC3)C2c2ccc(C)cc2)cc1 (configuration not stated)	-1	0	16	-4	1	0	0	-3	6
COc1ccc(Cc2nc3ccccc3n2CC(=O)N/N=C/c2ccccc2)cc1OC	1	5[fluorescence artefact?]	-13	1	-10	-2	2	0	8
CN1CCCN(C(=O)C2CCC(C(=O)N3CCCN(C)CC3)CC2)CC1 (configuration not stated)	2	-2	-7	0	-2	-2	8	-2	-6
O=C(c1ccc2c(=O)n3c(nc2c1)CCCCC3)N1CCN(C(c2ccccc2)c2ccccc2)CC1	-4	nt	-5	4	6	1	12	nt	1
O=C(CCSCc1ccc(Cl)cc1)NCc1cccs1	-6	-2	-11	-15	-7	0	2	-1	5
O=C(O)C1CCN(C(=O)c2csc(-c3ccc4c(c3)CCO4)n2)CC1	1	-1	-6	-4	-2	-1	1	2	9
CCN(CC)c1ccc(NC(=O)Nc2ccc(C(C)=O)cc2)cc1	6	-3	-10	-1	6	1	12	0	-9
CC(C)(C)Cc1nnc(NC(=O)Cc2ccc([N+](=O)[O-])cc2)s1	0	18	3	-13	4	4	8	20[fluorescence artefact?]	10
CCNC(=O)CSc1nnc(CN2CCCCCC2=O)n1-c1ccccn1	5	-4	-5	-1	-7	-1	4	-12	1
Cc1ccn(CCC(=O)O)n1	4	3	-7	2	3	0	10	-21	nt
O=C(CN1C2=NCCN2c2ccccc21)c1ccco1	4	5	-21	-6	7	-1	16	1	2
COCC(=O)Nc1nnc(COc2ccccc2)s1	0	9	-10	-20	-3	-1	5	14	2
CCOC(=O)c1sc(NS(=O)(=O)c2ccccc2Cl)nc1C	-5	4[fluorescence artefact?]	-22	-22	-5	1	-7	4	0
CCOC(=O)c1ccc(CNC(=O)c2cc(C(C)(C)C)oc2C)o1	-1	4	-11	-17	-16	7	-18	-11	9
O=c1nc(SCc2c(F)cccc2Cl)nc(-c2ccccc2)[nH]1	2	7	-1	4	3	1	3	0	18
CCN(CC)S(=O)(=O)c1ccc(N2CCOCC2)c(NC(=O)c2cc([N+](=O)[O-])ccc2Cl)c1	2	0	4	16	2	-2	12	-8	15
CS(=O)(=O)c1nc(-c2ccccc2)cc(C(F)(F)F)n1	3	-1	15	6	0	-1	3	8	nt
COc1ccc(C2CC(=O)N3C(=C2C#N)SCC3(O)c2ccccc2)cc1 (configuration not stated)	6	-6	-5	1	-7	1	-7	-3	1
CC1=NN(C(=O)Cc2ccc([N+](=O)[O-])cc2)C(O)(c2cccnc2)C1 (configuration not stated)	4	4	-7	9	11	-2	15	1	3
Cc1nn(C(C)(C)C)c(OC(=O)c2cccs2)c1Sc1ccccc1	0	1	-12	-24	-2	0	-5	13[fluorescence artefact?]	-1
CC(C)C[C@H](NC(=O)Nc1cccc(Br)c1)C(=O)O	4	2[fluorescence artefact?]	-8	-3	8	3	10	-5[fluorescence artefact?]	nt
Cc1cccc(N2CCN(C(=O)CCCn3c(=S)[nH]c4cc5c(cc4c3=O)OCO5)CC2)c1C	1	-21	-14	2	14	2	22	-2	nt
Cc1ccccc1-n1c(=O)c2c(n3cnnc13)-c1ccccc1CC21CCCCC1	-2	7	-9	7	2	-4	15	23	8
CC(C)NC(=O)N(Cc1ccccc1)Cc1cccs1	4	-3	-10	1	11	0	5	-4	11
CCN1CCCC1CN(Cc1cc2cc(OC)ccc2[nH]c1=O)C(=O)NCc1ccccc1 (configuration not stated)	2	2[fluorescence artefact?]	-1	-11	-2	0	8	2[fluorescence artefact?]	-12
O=C(Nc1cccc(Cl)c1)Nc1csc([N+](=O)[O-])c1	5	-2	-13	14	4	2	7	2	9
Cc1ccc(S(=O)(=O)Nc2ccc3c(c2)nc(C)n3C)cc1	3	0	2	1	-3	-1	9	1	nt
O=C(/C=C/c1cccc(O)c1)c1cccnc1	-1	1	-9	20	29	1	27	-2	1

Quoted from the listing:
Under FXIIa inh 1536, O=C(CN1C2=NCCN2c2ccccc21)c1ccco1 has 16
Under 14-3-3 Bad inh, CCOC(=O)c1sc(NS(=O)(=O)c2ccccc2Cl)nc1C has 4

The results go on:
SMILES	p97 ATPase inh	eIF4E 4G PPI	MDM2 E3 inh	KLK5 inh	FXIa inh 1536	Wee1 degr inh	FXIIa inh 1536	14-3-3 Bad inh	Rad51 HR inh
CC(C)(CNC(=O)c1ccc(S(=O)(=O)N2CCCC2)cc1)N1CCOCC1	2	-2	-9	-2	-3	-4	6	-9	-6
CC1CN(S(=O)(=O)c2ccc(C(=O)Nc3sc4c(c3C(N)=O)CCN(C)C4)cc2)CC(C)O1 (configuration not stated)	4	4	-18	1	9	-2	21	25[fluorescence artefact?]	-7
COc1ccc(C2C3=C(Nc4ncnn42)c2ccccc2CCC3)cc1 (configuration not stated)	-4	nt	-15	30	-6	2	-2	nt	1
O=C(Nc1ccccn1)c1ccc2c(c1)OCO2	-16	-1	-11	-7	-1	2	1	-7	7
Cc1cc(NCc2ccccn2)nc2ccccc12	-4	6	-12	6	-20	-1	15	7	0
C=CCOC(=O)C(C#N)c1nc2ccccc2nc1N1CCN(c2ccccc2OCC)CC1 (configuration not stated)	1	3[fluorescence artefact?]	-2	-9	8	5	8	3[fluorescence artefact?]	-9
CN1C(N)=NC(=O)/C1=C/c1ccc(F)cc1	10	2	5	1	1	0	-1	1	-39
COC(=O)c1oc2c(c1C)C(=O)CCC2	-2	3	-5	-7	-8	-3	-1	-4	nt
CC1CCCN(C(=S)NCCc2ccccc2)C1 (configuration not stated)	-2	-3	-7	2	-4	0	12	0	5
C1CCC(NC2=NCCC2)CC1	-5	4	-2	-6	0	-2	22	-3	nt
Cc1ccc(-n2ncc3c(NNC(=O)c4cccs4)ncnc32)cc1	8	-3	-2	-1	3	6	9	-9	-2
CC(C)c1nc(SCC(=O)N2CC(=O)Nc3ccccc32)c2ccccc2n1	2	1	-13	-5	-5	-4	7	-4	3
CSc1ccc(CN2C(=O)NC3(CCCCC3)C2=O)cc1	-5	0	-17	5	5	-1	9	-3	-5
CCOC(=O)C1CCN(C(=O)c2cc3c(=O)n4ccccc4nc3n2C)CC1	-1	5	-13	-10	-10	-3	-8	19	6
COc1ccc([N+](=O)[O-])cc1N(CC(O)CN1CCCCC1)S(=O)(=O)c1ccc(C)cc1 (configuration not stated)	4	-1	-13	-1	-1	0	12	-2	12
N#Cc1ccccc1NC(=O)Nc1ccc(Cl)cc1	4	3	-9	7	-6	1	9	-5	-5
Cc1ncc([N+](=O)[O-])n1CCOC(=O)NC(NCc1ccccc1Cl)C(Cl)(Cl)Cl (configuration not stated)	4	4[fluorescence artefact?]	-14	-5	0	-2	2	7[fluorescence artefact?]	3
O=C(c1cccs1)c1coc2ccc(O)c(CN3CCOCC3)c12	3	nt	-7	-4	-6	1	8	nt	-1
CCN1CCCC1CNC(=O)C(=O)NC1CC1 (configuration not stated)	6	-1	-6	-7	-6	1	-3	-7	nt
CN(Cc1ccccc1)c1nc2c(c(=O)[nH]c(=O)n2C)n1CCCSc1ncccn1	0	10	-14	-17	42*	0	52*	-10	0
CSCC[C@H](NC(=O)OC(C)(C)C)c1nnc(SCc2ccccc2)o1	-9	11	-18	-2	0	1	14	-10	4
O=C(c1cccc(S(=O)(=O)N2CCc3ccccc3C2)c1)N1CCN(c2ccccc2)CC1	-2	-4	-4	-10	2	-2	10	-10	nt
O=C(/C=C/c1ccc(Cl)cc1)N1CCN(c2ccccn2)CC1	0	0	-18	-15	5	-2	11	0[fluorescence artefact?]	1
CC(C)(C)NCC(O)COc1c(F)cc(Br)cc1F (configuration not stated)	3	-7[fluorescence artefact?]	-16	-4	-2	-2	11	-4	-2
CCOc1ccc(NC(=O)CSc2nc(-c3cccs3)cc(C(F)(F)F)n2)c([N+](=O)[O-])c1	2	3[fluorescence artefact?]	-16	-11	9	2	20	7	18
CC(=C1C(=O)c2ccccc2C1=O)N1CCc2ccccc2C1	6	0[fluorescence artefact?]	-8	-12	1	-1	2	-3[fluorescence artefact?]	-5
CN=c1scc(-c2ccc(F)cc2)n1/N=C/c1ccc(O)c(O)c1	5	-4	-59	1	-2	1	4	-22	6
Cn1cnnc1SCC(=O)c1cccc([N+](=O)[O-])c1	5	3[fluorescence artefact?]	1	-3	6	-1	12	-4	0
COc1ccc(S(=O)(=O)CC(=O)Nc2ccccc2Cl)cc1	1	-3	-5	-5	-1	1	6	-10	26
COC(=O)c1cc(OC)c(OC)cc1NC(=O)CSc1ccc(C)cc1	2	6	-18	-10	1	1	10	-14	-2
Cc1cccc(C(=O)N[C@H](C(=O)OCC(=O)NC2CCS(=O)(=O)C2)C(C)C)c1 (some centres not stated)	0	-4	8	-6	8	-2	9	-3	16
